High-throughput results: PubChem BioAssay, several laboratories
SRC1 inh – SRC1 coactivator transcriptional activity inhibitors, primary screen, cell-based, luminescence. Nuclear receptor coactivator 1 (Homo sapiens), Q15788. HEK293 GAL4-SRC1 luciferase reporter. inhibition, % at 3.6 µM. 0.12% of 360,000 active. AID 588354, 2011;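 active = inhibition above the campaign mean plus 3 SD, with each screening campaign given its own cutoff, cut at about 60% in these data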;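 note: 0% = DMSO treated cells and 100% = gossypol at 36 µM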
NR5A2 inv ag – LRH-1 (NR5A2) inverse agonists, primary screen, cell-based, luminescence, HEK293T, StAR-luciferase reporter | inhibition, % at 3.6 µM | 0.13% of 360,000 active | LRH-1 transfected, 24 h | Nuclear receptor subfamily 5 group A member 2 (Homo sapiens), O00482;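 active = inhibition above the mean inhibition of all tested compounds plus 3 SD, cut at about 73% in these data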;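 note: 0% = DMSO wells and 100% = reporter-only cells lacking LRH-1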
Target sequence (O00482 whole entry, looked up): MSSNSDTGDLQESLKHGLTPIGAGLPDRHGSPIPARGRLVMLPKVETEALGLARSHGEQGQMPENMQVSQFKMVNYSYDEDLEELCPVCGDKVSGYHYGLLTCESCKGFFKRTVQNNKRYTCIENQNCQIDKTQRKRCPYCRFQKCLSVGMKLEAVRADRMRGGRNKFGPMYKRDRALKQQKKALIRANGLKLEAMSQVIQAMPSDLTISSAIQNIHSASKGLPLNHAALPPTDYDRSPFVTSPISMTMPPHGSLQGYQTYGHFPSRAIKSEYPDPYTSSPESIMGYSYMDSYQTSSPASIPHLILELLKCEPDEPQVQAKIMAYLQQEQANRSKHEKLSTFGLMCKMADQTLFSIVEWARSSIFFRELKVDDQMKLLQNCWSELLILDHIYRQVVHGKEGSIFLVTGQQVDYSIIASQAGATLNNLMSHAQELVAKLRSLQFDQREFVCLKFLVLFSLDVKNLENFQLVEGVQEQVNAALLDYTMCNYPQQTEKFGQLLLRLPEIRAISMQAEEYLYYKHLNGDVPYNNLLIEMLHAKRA
TWEAK-Fn14 inh – inhibitors of TWEAK-Fn14 signaling, primary screen, luciferase reporter cells, uHTS | TWEAK-stimulated Fn14 reporter cells, luciferase luminescence, 8 h | inhibition, % at 10 µM | 2% of 360,000 active; in the data active = inhibition above about 50%
TROY NFkB inh – inhibitors of TROY-driven NF-kB signaling, primary screen, Q293 LMP1-TROYcd cells, NF-kB luciferase, uHTS. AID 1347056, 2019. inhibition, % at 10 µM. 0.98% of 360,000 active. Q293 LMP1-TROYcd NF-kB luciferase reporter, 4 h;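 active = compounds whose plate-normalised and pattern-corrected inhibition of the luciferase reporter signal at the single screening dose is 50% or more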
NR2F2 inh – NR2F2 transcriptional activity inhibitors, primary screen, cell-based, luciferase reporter, HEK293T, luminescence | COUP transcription factor 2 (Homo sapiens), P24468 | HEK293T NGFI-A luciferase reporter | inhibition, % at 8.6 µM | 0.7% of 370,000 active | AID 686940, 2013;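 active = inhibition above a per-plate cutoff, mean inhibition of test wells between control levels plus 3 SD, cut at about 38% in these data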;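 note: cells cotransfected with COUP-TFII expression vector driving the NGFI-A reporter; 0% = median of COUP-TF2 test wells and 100% = reporter-only cells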
Target sequence (P24468 whole entry, looked up): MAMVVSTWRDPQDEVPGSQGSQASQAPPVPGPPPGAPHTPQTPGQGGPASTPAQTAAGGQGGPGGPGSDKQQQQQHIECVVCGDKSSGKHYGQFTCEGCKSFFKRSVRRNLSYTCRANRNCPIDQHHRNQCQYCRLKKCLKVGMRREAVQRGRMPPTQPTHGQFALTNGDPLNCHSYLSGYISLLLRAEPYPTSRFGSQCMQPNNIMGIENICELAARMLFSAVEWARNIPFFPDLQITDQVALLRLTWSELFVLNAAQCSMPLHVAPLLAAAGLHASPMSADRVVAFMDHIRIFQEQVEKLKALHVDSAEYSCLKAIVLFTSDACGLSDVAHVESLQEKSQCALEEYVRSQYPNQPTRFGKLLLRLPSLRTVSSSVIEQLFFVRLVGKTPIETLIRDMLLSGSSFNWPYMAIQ
SRC3 inh – SRC3 coactivator transcriptional activity inhibitors, primary screen, cell-based, luminescence | Nuclear receptor coactivator 3 (Homo sapiens), Q9Y6Q9 | inhibition, % at 3.6 µM | 0.17% of 360,000 active | HEK293 GAL4-SRC3 luciferase reporter | AID 588352, 2011;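 active = inhibition above a per-campaign cutoff, the mean of all compounds plus 3 SD, cut at about 60% in these data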;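 note: 0% = DMSO-treated cells and 100% = gossypol-treated cells at 36 µM; higher means less SRC3-driven luciferase light from the GAL4 reporter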
LMP1 NFkB inh – EBV LMP1-driven NF-kappaB luciferase reporter inhibitors, primary screen, cell-based, luminescence, single point | LMP1-induced NF-kappaB luciferase reporter cells | 0.69% of 350,000 active | AID 504558, 2011 | inhibition, % at 12.5 µM; in the data active = inhibition above about 41%;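 note: 0% = neutral control wells and 100% = reference inhibitor control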
KKLEB tox – cytotoxicity in KKLEB CF airway cells, primary screen, cytotoxicity control for CF NF-kB inhibitor project, cell-based, uHTS, fluorescence assay plates. KKLEB CF airway cells viability, ATPlite luminescence, overnight; stronger effect = lower value; cells stimulated with P. aeruginosa culture filtrate. activity change (cytotoxicity), % at 5 µM. 0.36% of 360,000 active;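 active = corrected activity change at or below -50% at 5 µM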
CF NFkB inh – inhibitors of PAF-induced NF-kB signaling, primary screen, cell-based, GFP fluorescence, uHTS; KKLEB NF-kB-GFP reporter, GFP fluorescence overnight; inhibition, % at 5 µM; 0.86% of 360,000 active; AID 588850, 2011;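 active = at least 50% inhibition at 5 µM, scaled per plate between neutral and stimulator controls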;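 note: PAF is a Pseudomonas aeruginosa culture filtrate used as stimulus; plate controls were PAF-stimulated DMSO wells for no effect and unstimulated DMSO wells for full effect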
C8 TRAIL sens – viability loss with TRAIL in NB7+C8 cells, primary screen, TRAIL sensitizer project, cell-based, ATPlite luminescence; 1% of 360,000 active; inhibition (viability loss, TRAIL sensitization), % at 10 µM; AID 624354, 2012;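 active = compounds causing at least 50% loss of cell viability in the single-dose screen, relative to plate controls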
NCOA2 inhibitor – inhibition of GAL4-SRC2 driven luciferase reporter, primary screen, SRC2 inhibitor project, cell-based, luminescence | HEK293 GAL4-SRC2 luciferase reporter | inhibition, % at 9 µM | 0.17% of 370,000 active | AID 651957, 2012;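 active = inhibition above the mean inhibition of all tested compounds plus 3 SD, set per campaign, cut at about 52% in these data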;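 note: 0% = DMSO treated cells and 100% = cells given Gossypol at 36 µM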
Numbers without * were called inactive; x = not tested or not shown; & = joins results of further samples. Random draw from the library. About 4.2% of those tested had a hit in this group.

SMILES | SRC1 inh | NR5A2 inv ag | TWEAK-Fn14 inh | TROY NFkB inh | NR2F2 inh | SRC3 inh | LMP1 NFkB inh | KKLEB tox | CF NFkB inh | C8 TRAIL sens | NCOA2 inhibitor
CCCCCCSc1ccc(-c2nc3cc(C)ccn3c2NC2CCCCC2)cc1 | 7 | 10&20 | 13&-13 | -8&-8 | -8&-22 | -18 | -1 | 5 | 10 | 23&19 | 9&-16
COc1cc(C(=O)NCCCCc2ccccc2)cc(OC)c1OC | 5 | 16 | 7 | -31 | -7 | 0 | 10 | -1 | -1 | 5 | 7
CCc1ccc(-c2nnn(Cc3nc4ccccc4s3)n2)cc1 | -22 | -1 | -6 | -31 | 12 | -14 | -8 | 1 | 7 | 3 | -18
Cc1cc(C)c(/C=C(\C#N)C(N)=S)c(C)c1 | -1 | 22 | 17 | 7 | 3 | 7 | -29 | -8 | -10 | -1 | 22
OC(c1ccc(F)c(F)c1)c1ncc(-c2cccc(F)c2)[nH]1 (stereo not drawn) | 2 | -11 | 4 | -8 | 1 | -17 | x | -5 | -9 | -15 | 15
O=C(CCNC(=O)c1ccc([N+](=O)[O-])cc1)Nc1nccs1 | 0 | 5 | -2 | 10 | 5 | -4 | 5 | 9 | -9 | -4 | -13
COc1ccc(CNC(=O)c2cccc3c(-c4cccnc4)coc23)cc1OC | 32 | 53 | 64* | 50* | 82* | 31 | x | -7 | 14 | 38 | 11
C/C(=N\N=C1\NC(=O)C(CC(=O)Nc2ccccc2F)S1)C1CCCCC1 (stereo not drawn) | 10 | -12 | -12 | 8 | -8 | -2 | -2 | -22 | 28 | -1 | 16
COCCn1c(N)c(N(Cc2ccccc2)C(=O)Cc2c(Cl)cccc2Cl)c(=O)[nH]c1=O | 2 | -5 | -9 | -3 | 10 | 20 | 3 | 0 | 8 | 1 | -3
COC(=O)c1[nH]c2cc(OC)ccc2c1NC(=O)CN1CCC(C(N)=O)CC1 | -1 | 11 | -10 | 13 | -6 | 17 | 2 | -21 | 10 | -1 | -28
COc1ccc(C(=O)NCCNc2ccc([N+](=O)[O-])cn2)cc1 | -38 | 1 | 11 | 0 | 14 | -13 | -3 | -4 | 13 | 2 | -8
COCc1cc(CN2CCCC(C(=O)c3cccc(C(F)(F)F)c3)C2)ccc1OC (stereo not drawn) | 2 | -20 | -8 | 19 | 2 | 12 | 5 | 5 | 5 | -4 | 2
Cc1[nH]c(C)c(S(=O)(=O)N2CCN(c3cccc(Cl)c3)CC2)c1C(=O)N1CCCC1 | -20 | -5 | 7 | -8 | 8 | 11 | 2 | 7 | -38 | -13 | -7
Cc1ccc(-c2cc(N)n(Cc3ccc(Cl)cc3)n2)cc1 | -5 | 38 | 31 | 3 | 48* | 0 | 7 | 6 | 4 | 8 | -21
Nc1ccc2nc(C3CCCCC3)[nH]c2c1 | 5 | -8 | 3 | -14 | -12 | 3 | 9 | -1 | -8 | 9 | -18
CCC(=O)c1ccc(/C=C/c2nc3ccccc3n2C)o1 | -126 | -90 | -32 | -57 | -52 | -63 | -17 | -9 | -27 | 51* | -27
O=C(NCCCc1ccccc1)[C@@H]1Cc2ccccc2CN1 | -14 | -14 | -2 | -25 | 24 | -22 | 13 | -8 | 20 | 9 | 8
C/C(CC(=O)Nc1cccc(Br)c1)=N\NC(=O)c1ccc(O)cc1O | -52 | -42 | 9 | -5 | 12 | -61 | 6 | 3 | 6 | -6 | -53
CN1C2CCC1/C(=C\c1ccc(F)cc1)C(=O)/C2=C/c1ccc(F)cc1 | 14 | 7 | 65* | -14 | 14 | 2 | -74 | 0 | -37 | 5 | 13
Cc1ccc(Sc2ccc(NC(=O)c3ccc(S(C)(=O)=O)cc3Cl)cc2)cc1 | -34 | -8 | 6 | -1 | 20 | 16 | 0 | 16 | -17 | 5 | -13
NS(=O)(=O)c1cccc(NC(=O)COc2ccc([N+](=O)[O-])cc2)c1 | -11 | 5 | 0 | 3 | -2 | 4 | -10 | -1 | 4 | 10 | 12
c1ccc(CSc2ncn(-c3ccccc3)n2)cc1 | -117 | -112 | 1 | -72 | -19 | -91 | -43 | -3 | 4 | 5 | -30
C/C(=N\Nc1ccc(S(N)(=O)=O)cc1[N+](=O)[O-])c1cccs1 | -8 | -4 | -32 | -36 | 6 | 2 | 9 | 3 | -17 | 8 | 0
Cc1sc2ncn(CC(=O)Nc3ccccc3F)c(=O)c2c1-c1ccccc1 | -19 | -1 | 12 | 9 | 4 | 3 | -4 | -3 | 1 | -7 | -30
COc1cc(C)c(C(=O)Oc2cc(C)c(C(=O)O)c(O)c2C)c(O)c1C | -66 | 64 | 0 | 20 | 10 | -2 | -4 | 16 | 8 | -6 | -5
Cc1ccc(S(=O)(=O)N2CCC(C(=O)N[C@H](C(=O)NC3CCS(=O)(=O)C3)C(C)C)CC2)cc1 (stereo partly drawn) | 2 | -3 | 18 | -7 | 1 | -1 | -6 | 10 | -9 | -7 | -5
Cc1ccc(S(=O)(=O)N2CCOCC2)cc1C(=O)OCC(=O)N(Cc1ccccc1)C(C)C | 10 | 4 | -4 | 11 | 13 | 12 | 6 | 9 | 1 | 4 | 10
C=CCNC(=O)CN(c1ccc(OC)cc1OC)S(C)(=O)=O | -8 | 9 | 6 | -5 | 3 | -7 | -2 | 2 | -6 | -3 | -6
COc1ccc(CNCCNC(=O)c2ccco2)c(OC)c1OC | 4 | -11 | -1 | 17 | -2 | -12 | -4 | 2 | -9 | -13 | -3
CCN1C(=O)[C@H]2[C@@H](c3ccc(C)cc3)N3C(=O)N(c4ccc(OC)cc4)C(=O)[C@@]3(C)[C@H]2C1=O | -5 | -5 | -12 | -16 | 4 | -27 | -6 | 8 | 18 | 16 | -21
Cc1ccsc1/C=C(\C#N)C(=O)NCc1ccco1 | -33 | -4 | -18 | -27 | -11 | -31 | 0 | 7 | -17 | 25 | -40
CCc1cccc(C)c1NC(=O)Cc1ccsc1 | 1 | 10 | 31 | 7 | 24 | -1 | 1 | 1 | -3 | 16 | -11
O=C(c1ccc(Cl)c(S(=O)(=O)N2CCCCC2)c1)N1CCN(Cc2ccccc2)CC1 | -37 | -11 | 18 | 12 | 10 | 13 | -5 | -21 | -29 | -2 | 15
CCN(CC)S(=O)(=O)c1ccc(Cl)c(C(=O)OCC(=O)c2c(N)n(C)c(=O)n(C)c2=O)c1 | -7 | -30 | -1 | -1 | -12 | -4 | 5 | -13 | 14 | -4 | 10
C=CCOC(=O)C1=C(C)Nc2nnnn2C1c1ccc(OC)cc1OC (stereo not drawn) | 6 | -3 | 1 | 17 | 7 | 5 | -8 | 6 | 7 | -2 | -8
COc1ccc(OC)c(S(=O)(=O)N2CCc3ccccc32)c1 | 4 | -6 | 15 | 10 | 3 | 6 | -8 | 10 | -11 | 8 | -1
Cc1ccc2nc(-c3ccccc3)cc(C(=O)NCC3CCCO3)c2c1 (stereo not drawn) | -6 | 10 | -2 | -8 | 1 | 5 | x | 6 | -8 | 23 | 20
Cc1nc2cc(-c3ccccc3)nn2c(N)c1-c1ccccc1 | 0 | -6 | 74* | 73* | 29 | -2 | -14 | -26 | -9 | 66* | -14
Cc1ccc(NC(=O)NC(=S)NC(=O)c2ccccc2)cc1 | -17 | -48 | -19 | -50 | -21 | -11 | 2 | -23 | 16 | 31 | -21
CCOC(=O)NC(NCC(O)c1ccccc1)(C(F)(F)F)C(F)(F)F (stereo not drawn) | -1 | -14 | 0 | 9 | -8 | 7 | -4 | -14 | -12 | 0 | -18
O=C(O)CNC(=S)N(Cc1ccccc1)Cc1cccnc1 | -4 | -8 | -5 | -5 | -10 | -17 | 4 | -1 | -3 | -7 | -4
CCOc1ccc(S(=O)(=O)NCCC(=O)NCC(C)(C)N2CCOCC2)cc1 | -13 | -21 | 9 | -8 | -22 | 9 | -1 | 10 | -16 | -7 | -7
Cc1cc(NC(=S)NC(=O)c2ccccc2)ccc1-c1cc2ccccc2oc1=O | 13 | -13 | 3 | -1 | 12 | 4 | 27 | -61* | 56* | -1 | -1
CCOc1ccc(C(=O)Nc2ccc3c(c2)OCO3)cc1OCC | -5 | -7 | -5 | -28 | -5 | 2 | -4 | 5 | 6 | -8 | -7
COc1ccc(F)cc1-c1cc(C(=O)NCc2ccccc2)[nH]n1 | 15 | -3 | -20 | -13 | 9 | -10 | x | 15 | -36 | -19 | -21

The last two entries of the section above come first, to join the parts:
SMILES | SRC1 inh | NR5A2 inv ag | TWEAK-Fn14 inh | TROY NFkB inh | NR2F2 inh | SRC3 inh | LMP1 NFkB inh | KKLEB tox | CF NFkB inh | C8 TRAIL sens | NCOA2 inhibitor
CCOc1ccc(C(=O)Nc2ccc3c(c2)OCO3)cc1OCC | -5 | -7 | -5 | -28 | -5 | 2 | -4 | 5 | 6 | -8 | -7
COc1ccc(F)cc1-c1cc(C(=O)NCc2ccccc2)[nH]n1 | 15 | -3 | -20 | -13 | 9 | -10 | x | 15 | -36 | -19 | -21
CCn1c(SCC(=O)N(C)c2ccccc2)nc2c([nH]c3ccccc32)c1=O | 15 | -5 | 41 | 9 | 18 | -16 | -3 | 5 | 2 | 12 | 5
CCCCCc1c2c(cc(O)c1C(=O)O)OC(=O)c1c(cc(OC)cc1C(=O)CCCC)O2 | 0 | -4 | 14 | 62* | x | 12 | -3 | -4 | 42 | 5 | x
COc1nc(N(C)C)nc(N(C#N)CCOC(C)=O)n1 | -12 | 1 | -2 | -9 | 11 | 14 | 0 | -6 | 11 | 4 | -18
CC(C)(C)c1ccc(C(=O)n2cnc3ccccc32)cc1 | 23 | 18 | 78* | 64* | 4 | 18 | 2 | -4 | 7 | -4 | 6
O=C(COc1ccc(Cl)cc1)N1CCN(C(=O)c2cccs2)CC1 | -9 | 2 | 31 | -39 | -7 | 21 | 1 | -16 | 5 | -4 | 25
Cn1c(=O)c2c(nc(NCc3ccccc3)n2CCCc2ccccc2)n(C)c1=O | 10 | 15 | 5 | 21 | 0 | 20 | 2 | 8 | 26 | 6 | -22
CCOc1ccccc1NC(=O)CCc1ccc(C)o1 | -6 | 1 | 3 | 13 | 11 | -24 | 1 | -1 | 10 | -58 | -11
CC(=O)Oc1ccc2ccccc2c1C(NC(=O)Cc1ccccc1)c1ccccc1Cl (stereo not drawn) | -48 | 2 | 25 | 14 | 9 | -1 | -4 | 2 | 11 | 8 | 6
CN(C)CCn1c(C(=O)O)cc2ccccc21 | -27 | 11 | 7 | -7 | 11 | 4 | -8 | 6 | -10 | -7 | -12
